m-calpain inh = inhibitors of pig calpain II. purified calpain II, fluorogenic peptide substrate, 30 min. inhibition, % at 16 µM. hit rate 0.37% among 220,000;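 active = inhibition above about 50%, limit read from the data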
Rad51 HR inh = Rad51 (human) homologous recombination inhibition; hRad51 DNA strand exchange, fluorescence dequenching; AID 1385; Q06609; hit rate 0.085% among 200,000; inhibition, % at 10 µM;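 active = inhibition above 40% at the single screening dose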;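 also: 0% = DMSO control wells and 100% = blanks with heterologous ssDNA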
Target sequence (Q06609 whole entry, looked up): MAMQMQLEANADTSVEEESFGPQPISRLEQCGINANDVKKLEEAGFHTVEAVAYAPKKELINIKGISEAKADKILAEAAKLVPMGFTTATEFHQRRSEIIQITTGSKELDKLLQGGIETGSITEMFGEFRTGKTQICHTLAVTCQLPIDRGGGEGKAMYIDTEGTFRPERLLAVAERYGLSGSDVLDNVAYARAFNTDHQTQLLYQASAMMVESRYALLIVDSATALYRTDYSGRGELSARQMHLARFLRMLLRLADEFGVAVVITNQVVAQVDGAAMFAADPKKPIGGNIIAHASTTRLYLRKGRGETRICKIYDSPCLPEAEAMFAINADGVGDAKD
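Test system: preformed human Rad51 ssDNA filaments; also added: Donor/quencher-labelled 47-bp dsDNA substrate; doses: 10 µM final, single point; times: 37 °C 15-min filament assembly, 30-min compound preincubation, 15-min exchange; detection: FRET fluorescence dequenching, excitation 485 nm, emission 520 nm; read-out basis: Fluorescence-based percent inhibition, control- and blank-normalised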
EBV gp42 block = EBV gp42 inhibition. Fluorescence polarization binding assay, mP read-out. Q1HVG2. inhibition, % (tested at 21.74 µM). hit rate 0.42% among 220,000; in the data active = inhibition above about 50%
Target sequence (Q1HVG2 whole entry, looked up): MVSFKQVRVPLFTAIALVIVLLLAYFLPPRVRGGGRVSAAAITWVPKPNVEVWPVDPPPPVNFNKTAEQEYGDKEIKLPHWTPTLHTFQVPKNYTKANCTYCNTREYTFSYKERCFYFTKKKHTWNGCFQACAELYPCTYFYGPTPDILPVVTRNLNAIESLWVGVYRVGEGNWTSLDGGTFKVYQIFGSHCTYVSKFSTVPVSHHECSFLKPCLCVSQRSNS
L929 necroptosis = blocks zVAD induced death of L929 cells | L929 zVAD necroptosis rescue, ATP luminescence, 24 h; with zVAD 60 µM | viability rescue, % at 10 µM | hit rate 0.38% among 220,000 | AID 1377;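 active = activation, scaled between plate controls, above about 75%, limit read from the data; inactive = activation under that limit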;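 also: 0% = zVAD with DMSO and 100% = DMSO alone without zVAD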
PERK inh = blocks human PERK kinase. Q9NZJ5. CHO PERK-DD fusion, SEAP luminescence translation reporter. inhibition, % at 5.6 µM. hit rate 0.17% among 220,000;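 active = inhibition above the mean inhibition of all tested compounds plus 3 SD, set separately per screening campaign, cut at about 2.9% in these data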;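 also: PERK kinase domain activated by AP20187 dimerizer at 100 nM; 0% = DMSO with dimerizer and 100% = rapamycin at 8.4 µM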
KCC2 mod = modulators of human KCC2 chloride dependent transport. hit rate 2.2% among 190,000. KCC2 cells, thallium flux FluoZin-2 fluorescence. B-score of Tl+ flux slope (higher = more flux/activation; lower = inhibition) at 10 µM. AID 1456;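 active = thallium flux slope and its plate-corrected score both differing from the plate sample mean at a set confidence after two filtering rounds, in either direction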;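 also: slope of fluorescence scaled to starting intensity during 10 to 20 s after thallium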
MDM2 E3 inh = inhibitors of human Mdm2 E3 ubiquitin ligase. cell-based MDM2 ubiquitination luciferase reporter, 2 h; 0 = plate control, 100 = twice control, blank-subtracted. hit rate 0.11% among 210,000. signal enhancement, % at 5 µM. AID 1230. Q00987;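 active = signal enhancement of 30% or more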;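 also: luminescence tracks abundance of the self-degrading MDM2-luciferase fusion protein; higher signal means inhibition of MDM2 E3 ligase activity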
Target sequence (Q00987 whole entry, looked up, the tested form may be a part): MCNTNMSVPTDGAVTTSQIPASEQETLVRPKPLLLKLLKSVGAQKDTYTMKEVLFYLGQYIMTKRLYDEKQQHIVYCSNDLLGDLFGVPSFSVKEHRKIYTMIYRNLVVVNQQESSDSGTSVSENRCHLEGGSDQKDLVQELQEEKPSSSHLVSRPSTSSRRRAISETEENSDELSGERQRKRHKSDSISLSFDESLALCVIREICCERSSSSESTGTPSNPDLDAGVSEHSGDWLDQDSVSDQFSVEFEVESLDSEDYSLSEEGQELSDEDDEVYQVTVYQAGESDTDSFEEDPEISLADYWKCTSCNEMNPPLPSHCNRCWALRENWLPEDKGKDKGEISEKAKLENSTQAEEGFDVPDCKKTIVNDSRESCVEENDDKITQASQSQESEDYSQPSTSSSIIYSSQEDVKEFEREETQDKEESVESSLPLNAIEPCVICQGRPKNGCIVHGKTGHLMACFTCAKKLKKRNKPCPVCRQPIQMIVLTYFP
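Material: Stable MDM2–luciferase fusion reporter cells | Amount: 2000 cells seeded into each well | Dosing: One concentration, 5 µM, with 0.2% DMSO | Incubation: 4 h cell settling then 2 h compound exposure, 37 °C | Measured by: Luciferase luminescence | Read-out basis: % enhancement relative to plate controls after blank subtraction | Benchmarks: Control and blank well means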
eIF4E 4G PPI = inhibitors of eIF4E and eIF4G interaction in translation initiation; P63073+Q04637; TR-FRET eIF4E-eIF4GI(517-606) binding, 2 h; inhibition, % at 21.7 µM; hit rate 0.37% among 220,000;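 active = inhibition above about 30%, limit read from the data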;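 also: 0% = full FRET control wells and 100% = background wells lacking eIF4GI fragment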
TNF death inh = TNF-alpha cell death inhibition in Jurkat FADD-/- cells. AID 463075. Jurkat FADD-/- TNF necroptosis rescue, ATP luminescence, 24 h; 0 = TNF only, 100 = no-TNF cells. hit rate 0.068% among 220,000. activation (protection from cell death), % at 10 µM;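 active = activation, meaning protection from cell death, of at least 50% relative to plate controls; inactive = activation below 50%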;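 also: necroptosis triggered by 40 ng/mL TNF-alpha added together with compound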
The depositor's hits bear a star; [ ] = remark or other dose.

How did O=C(c1ccc(F)cc1)C1CCN(C(=S)NCC2CCCO2)CC1 (centres undefined) do in these assays?
m-calpain inh: -22.2; Rad51 HR inh: 8.0; EBV gp42 block: -4.7; L929 necroptosis: -0.6; PERK inh: 0.0; KCC2 mod: -0.0954; MDM2 E3 inh: -6.6; eIF4E 4G PPI: 0.1; TNF death inh: -1.6

How did CC(C)(C)c1ccc(C(=O)N2CCCN(c3ccc([N+](=O)[O-])cn3)CC2)cc1 do in these assays?
m-calpain inh: 13.7; Rad51 HR inh: -7.0; EBV gp42 block: 1.1; L929 necroptosis: 0.7; PERK inh: -0.3; KCC2 mod: -0.811; MDM2 E3 inh: -15.5; eIF4E 4G PPI: -1.7; TNF death inh: -7.8

Results for CN(Cc1nc(Cc2cccc(F)c2)no1)CC1COCCO1 (centres undefined) ?
m-calpain inh: 28.0; Rad51 HR inh: 5.6; EBV gp42 block: -20.6; L929 necroptosis: 0.8; PERK inh: 0.2; KCC2 mod: -1.13; MDM2 E3 inh: -20.5; eIF4E 4G PPI: -1.3; TNF death inh: 0.0

Results for O=C(CSc1ncc(-c2ccccc2)n1CC1CCCO1)N1CCCCC1 (centres undefined) ?
m-calpain inh: 16.3; Rad51 HR inh: 8.8; EBV gp42 block: -7.3; L929 necroptosis: -1.7; PERK inh: -0.5; KCC2 mod: -0.0342; MDM2 E3 inh: -2.6; eIF4E 4G PPI: 1.3[fluorescence artefact?]; TNF death inh: 0.1

How did O=C1c2ccccc2C(=O)C1c1ccccc1 do in these assays?
m-calpain inh: 23.8; Rad51 HR inh: -1.4; EBV gp42 block: 3.1; L929 necroptosis: -0.5; PERK inh: -0.5; KCC2 mod: -0.658; eIF4E 4G PPI: 0.7; TNF death inh: 0.0

What do the screens show for `OCCC1CN(Cc2cccn2-c2ccccn2)CCN1C1CCCC1` (centres undefined)?
m-calpain inh: -0.2; EBV gp42 block: 6.3; L929 necroptosis: -0.7; PERK inh: -0.8; MDM2 E3 inh: -15.6; eIF4E 4G PPI: -2.7; TNF death inh: 0.9

What do the screens show for `O=C(Nc1ccc2oc(-c3ccncc3)nc2c1)c1ccc2c(c1)OCCO2`?
m-calpain inh: -67.7; Rad51 HR inh: 11.0; EBV gp42 block: -2.7; L929 necroptosis: -0.1; PERK inh: 0.7; KCC2 mod: -0.26; eIF4E 4G PPI: -7.3; TNF death inh: -13.7

How did Cc1ccc(C#CC[N+]2(C)CCCCC2)cc1 do in these assays?
m-calpain inh: -12.5; Rad51 HR inh: 9.4; EBV gp42 block: -28.8; L929 necroptosis: -0.5; PERK inh: 1.0; KCC2 mod: 0.821; MDM2 E3 inh: -1.4; eIF4E 4G PPI: -2.2; TNF death inh: 0.0

What do the screens show for `O=C(COc1ccc(Cl)cc1Cl)OCC(=O)N1CCCc2ccccc21`?
m-calpain inh: 33.9; Rad51 HR inh: -8.9; EBV gp42 block: -4.8; L929 necroptosis: -0.6; PERK inh: 0.6; KCC2 mod: 0.0016; MDM2 E3 inh: -5.1; eIF4E 4G PPI: 1.8; TNF death inh: 0.4

Results for O=C(N/N=C/c1ccccc1[N+](=O)[O-])c1cccs1 ?
m-calpain inh: 1.8; EBV gp42 block: -3.7; L929 necroptosis: 0.1; PERK inh: -0.6; KCC2 mod: 0.0197; MDM2 E3 inh: -5.8; eIF4E 4G PPI: 0.8; TNF death inh: 1.2

How did COc1ccc([N+](=O)[O-])cc1NC(=O)CC1SC(=Nc2cccc(C)c2C)N(/N=C/c2cccc(OC)c2OC)C1=O (centres undefined) do in these assays?
m-calpain inh: -73.1; Rad51 HR inh: 6.0; EBV gp42 block: -22.6; L929 necroptosis: -0.8; PERK inh: 0.3; KCC2 mod: 0.561; MDM2 E3 inh: -22.8; eIF4E 4G PPI: 1.9; TNF death inh: -2.6

Results for COc1ccc(C(=O)OCc2csc(C)n2)c(O)c1 ?
m-calpain inh: 22.4; Rad51 HR inh: 7.5; EBV gp42 block: -15.5; L929 necroptosis: -0.2; PERK inh: 0.5; KCC2 mod: 0.158; MDM2 E3 inh: -21.6; eIF4E 4G PPI: 1.0; TNF death inh: 1.0

What do the screens show for `Cc1[nH]c2ccccc2c1C(c1ccncc1)N1CCC(C)CC1` (centres undefined)?
m-calpain inh: -33.8; Rad51 HR inh: 12.9; EBV gp42 block: 0.3; L929 necroptosis: 10.7; PERK inh: 1.2; KCC2 mod: 0.716; MDM2 E3 inh: -4.8; eIF4E 4G PPI: -1.5; TNF death inh: 3.4

What do the screens show for `COc1ccc(C(=O)Nc2ccc(N3CCCCC3)cc2)cc1Br`?
m-calpain inh: -0.4; Rad51 HR inh: -8.0; EBV gp42 block: -10.3; L929 necroptosis: 1.9; PERK inh: 0.2; KCC2 mod: 0.404; MDM2 E3 inh: -10.0; eIF4E 4G PPI: -2.1[fluorescence artefact?]; TNF death inh: 1.0

What do the screens show for `COc1ccc(C)cc1S(=O)(=O)N1CCOCC1`?
m-calpain inh: -21.0; Rad51 HR inh: -2.3; EBV gp42 block: -9.1; L929 necroptosis: 3.5; PERK inh: 0.1; KCC2 mod: 0.982; MDM2 E3 inh: -10.0; eIF4E 4G PPI: -1.2; TNF death inh: -0.6

Results for CCOC(=O)NC(=O)c1cn(N(C)c2ncc(C(F)(F)F)cc2Cl)c(=O)[nH]c1=O ?
m-calpain inh: -20.5; Rad51 HR inh: 4.0; EBV gp42 block: -4.3; L929 necroptosis: 19.3; PERK inh: -0.1; KCC2 mod: -0.0495; MDM2 E3 inh: -14.1; eIF4E 4G PPI: 1.2; TNF death inh: -0.4

What do the screens show for `Cc1c(Cl)ccc2c1NC(=O)[C@]21N[C@@H](Cc2ccccc2)[C@H]2C(=O)N(c3ccc(F)cc3)C(=O)[C@H]21`?
m-calpain inh: -169.8; Rad51 HR inh: -4.4; EBV gp42 block: -7.2; L929 necroptosis: 1.6; PERK inh: -0.8; KCC2 mod: 1.31; MDM2 E3 inh: -11.5; eIF4E 4G PPI: -6.6; TNF death inh: -0.5

What do the screens show for `CCOc1ccccc1N1CCN(Cc2ccc(Br)s2)CC1`?
m-calpain inh: 3.7; Rad51 HR inh: 1.1; EBV gp42 block: -23.0; L929 necroptosis: -0.1; PERK inh: 0.6; KCC2 mod: -1.44; MDM2 E3 inh: 6.5; eIF4E 4G PPI: 2.2; TNF death inh: -1.9

What do the screens show for `Cc1ccc(NC(=O)COC(=O)CCc2ccc(S(=O)(=O)N3CCOCC3)cc2)cc1C`?
m-calpain inh: -22.0; EBV gp42 block: -11.4; L929 necroptosis: 3.0; PERK inh: 0.4; KCC2 mod: 1.14; MDM2 E3 inh: -4.8; eIF4E 4G PPI: -1.5; TNF death inh: -0.5

What do the screens show for `O=C(NCc1n[nH]c(=S)n1-c1ccc(F)cc1)c1ccc(S(=O)(=O)N2CCOCC2)cc1`?
m-calpain inh: -5.7; EBV gp42 block: -8.9; L929 necroptosis: 1.1; PERK inh: 0.7; KCC2 mod: 0.0157; MDM2 E3 inh: -18.8; eIF4E 4G PPI: -1.9; TNF death inh: 0.6

How did COc1ccc(C2SCC(=O)N2CC23CC4CC(CC(C4)C2)C3)cc1 (centres undefined) do in these assays?
m-calpain inh: 16.9; Rad51 HR inh: 1.9; EBV gp42 block: 9.6; L929 necroptosis: -0.5; PERK inh: 0.2; KCC2 mod: -0.346; MDM2 E3 inh: -10.0; eIF4E 4G PPI: 3.9; TNF death inh: 0.2

How did O=C(Nc1cccc(Cl)c1)Nc1cc(S(=O)(=O)N2CCOCC2)ccc1N1CCCC1 do in these assays?
m-calpain inh: -24.3; Rad51 HR inh: -10.4; EBV gp42 block: -9.5; L929 necroptosis: 0.2; PERK inh: 0.6; KCC2 mod: 1.1; MDM2 E3 inh: 5.9; eIF4E 4G PPI: -0.7; TNF death inh: 2.4

How did Cc1ccc(CSC2=Nc3ccccc3C3=NC(=O)CN23)cc1 do in these assays?
m-calpain inh: -16.1; Rad51 HR inh: 16.2; EBV gp42 block: -13.7; L929 necroptosis: 1.3; PERK inh: 1.5; KCC2 mod: -0.143; MDM2 E3 inh: -9.4; eIF4E 4G PPI: 4.9; TNF death inh: -1.0

Results for O=C(Cc1sc(-c2ccccc2)nc1-c1ccccc1)Nc1ccccc1 ?
m-calpain inh: -5.0; Rad51 HR inh: -6.0; EBV gp42 block: 8.3; L929 necroptosis: -0.6; PERK inh: -0.8; MDM2 E3 inh: -7.5; eIF4E 4G PPI: 4.7; TNF death inh: 2.0

What do the screens show for `O=C(c1cc(-c2cccs2)on1)N1CCOCC1`?
m-calpain inh: -6.5; Rad51 HR inh: 2.5; EBV gp42 block: -23.1; L929 necroptosis: -0.6; PERK inh: -0.1; KCC2 mod: 1.35; MDM2 E3 inh: -29.5; eIF4E 4G PPI: 2.6; TNF death inh: -2.9

What do the screens show for `CC1CN(C2CCN(S(=O)(=O)c3ccc(F)cc3)CC2)CC(C)O1` (centres undefined)?
m-calpain inh: 3.7; Rad51 HR inh: 1.4; EBV gp42 block: 12.3; L929 necroptosis: -0.1; PERK inh: -0.8; KCC2 mod: 1.59; MDM2 E3 inh: -27.7; eIF4E 4G PPI: 10.9; TNF death inh: 1.0

What do the screens show for `Cc1nn(-c2ccccc2)c(C)c1C(=O)OCC(=O)NC(=O)NC1CCCC1`?
m-calpain inh: 12.0; Rad51 HR inh: 3.8; EBV gp42 block: -9.6; L929 necroptosis: 60.8; PERK inh: -1.0; KCC2 mod: 0.0498; MDM2 E3 inh: -9.3; eIF4E 4G PPI: -6.2[fluorescence artefact?]; TNF death inh: -0.4

Results for Cc1ccc(NC(=O)C2(NC(=O)c3cccc(N4C(=O)CSC4c4ccccc4)c3)CCCCC2)cc1 (centres undefined) ?
m-calpain inh: -193.7; Rad51 HR inh: -2.9; EBV gp42 block: -19.8; L929 necroptosis: 0.2; PERK inh: -0.9; KCC2 mod: -0.338; MDM2 E3 inh: -18.5; eIF4E 4G PPI: -2.7; TNF death inh: -6.6

Results for N#Cc1ccc(OCC(=O)NN2Cc3ccccc3C2=N)cc1 ?
m-calpain inh: -4.8; Rad51 HR inh: -0.9; EBV gp42 block: -9.7; L929 necroptosis: 1.5; PERK inh: 0.2; KCC2 mod: -1.16; MDM2 E3 inh: -9.6; eIF4E 4G PPI: 2.2; TNF death inh: -1.7

Structures from the list above that contain an NH in an aromatic ring:
What do the screens show for `Cc1[nH]c2ccccc2c1C(c1ccncc1)N1CCC(C)CC1` (centres undefined)?
m-calpain inh: -33.8; Rad51 HR inh: 12.9; EBV gp42 block: 0.3; L929 necroptosis: 10.7; PERK inh: 1.2; KCC2 mod: 0.716; MDM2 E3 inh: -4.8; eIF4E 4G PPI: -1.5; TNF death inh: 3.4

Results for CCOC(=O)NC(=O)c1cn(N(C)c2ncc(C(F)(F)F)cc2Cl)c(=O)[nH]c1=O ?
m-calpain inh: -20.5; Rad51 HR inh: 4.0; EBV gp42 block: -4.3; L929 necroptosis: 19.3; PERK inh: -0.1; KCC2 mod: -0.0495; MDM2 E3 inh: -14.1; eIF4E 4G PPI: 1.2; TNF death inh: -0.4

What do the screens show for `O=C(NCc1n[nH]c(=S)n1-c1ccc(F)cc1)c1ccc(S(=O)(=O)N2CCOCC2)cc1`?
m-calpain inh: -5.7; EBV gp42 block: -8.9; L929 necroptosis: 1.1; PERK inh: 0.7; KCC2 mod: 0.0157; MDM2 E3 inh: -18.8; eIF4E 4G PPI: -1.9; TNF death inh: 0.6

Random draw from the library. Share with any hit: about 3.6%.
